S3 lipid droplet: qHTS Assay for Lipid Storage Modulators in Drosophila S3 Cells; 0.64% of 320,000 active; Potency in µM for hits, for the others lipid storage change, negative = inhibition, % at the top dose, mostly 46.1 µM; Drosophila S3 cells, BODIPY lipid droplet fluorescence, 18-24 h; cells fed with added oleic acid; active means well fitted inhibition curve with a large enough effect in the signal ratio, with a control signal flat, not every such curve was filed as active; inconclusive means small, poorly fitted or top-dose-only effect, or effect the other way, or a change in a side signal; the % refers to the signal ratio
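Drosophila S3 cells got compounds at several concentrations plus oleic acid (400 uM solution). Laser-scanning cytometry with 488 nm excitation read lipid droplets at 500-530 nm and cells at 575-640 nm. Percent activity was relative to 20 uM Triacsin C.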
S3 lipid droplet cell count max: further read-out of S3 lipid droplet, marked with its call; cell number change, %; measured here: cell count max response;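 cells counted by Cell Tracker Red CMTPX staining in the red channel; peak over a dose series mostly up to 46.1 µM; percent activity relative to internal control wells on each plate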
An asterisk follows results filed as active; i = inactive; ? = inconclusive; / = no result given; [ ] = remark or other dose. On the % scale 0 is the no-effect control and ±100 the full control effect; potency means the concentration at half of the fitted maximal effect. A portion of the library, so the mix of outcomes need not match the whole.

SMILES | S3 lipid droplet | S3 lipid droplet cell count max
CCCCSc1nc(O)c(C2OC(=O)c3c2ccc(OC)c3OC)c(=O)n1C (stereo not drawn) | ? | /
CC(C)(CNc1ccc([N+](=O)[O-])cc1C#N)N1CCOCC1 | -2% | 9
CC(C)(C)n1nc2c(c1NC(=O)Cc1cccc3ccccc13)CS(=O)C2 (stereo not drawn) | 14%[9.22 µM] | 10
CCCc1cc(NCC2CCCO2)n2c(nc3ccccc32)c1C#N (stereo not drawn) | ? | /
O=C(Nn1c(COc2ccccc2)nc2ccccc2c1=O)C(Cl)(Cl)Cl | ? | /
N#Cc1ccsc1NC(=O)COc1ccc(-c2nnco2)cc1 | ? | /
Cc1ccc(N=Cc2c(O)n(-c3nccs3)c(=O)c3ccccc23)c(C)c1 | -1% | -13
O=C(Oc1ccc(C(=S)N2CCOCC2)cc1Br)c1ccccc1F | ? | /
O=c1c(C/C=C/c2ccccc2)c(O)ccn1Cc1ccc(Cl)cc1Cl | -16% | -1
COCCSc1ccccc1C(=O)NCc1ccco1 | -18% | 10
CC(=O)Nc1ccc(S(=O)(=O)N2CCN=C2SCc2ccc([N+](=O)[O-])cc2)cc1 | ? | /
Cc1cc(C)n(C(=O)Cn2nc(C(F)F)cc2C)n1 | 9% | 7
COc1ccc(/C=C/C(=O)OCC(=O)Nc2ccc(Cl)cc2F)cc1S(=O)(=O)N1CCOCC1 | -2% | 1
O=C(O)CNS(=O)(=O)c1cccc2nsnc12 | i | -23
Cc1cc(C)nc(NS(=O)(=O)c2ccc(NC(=O)c3ccc(S(=O)(=O)N(C)C)cc3)cc2)n1 | i | 15
CC(C(=O)NCC(=O)Nc1ccc(F)c(F)c1F)N1CCN(Cc2ccc(C#N)cc2)CC1 (stereo not drawn) | ? | /
COc1ccc(C(=O)NCc2ccc(F)cc2)cc1S(=O)(=O)N1CCCC1 | -21% | -10
COCC(C)n1c(COc2ccccc2F)nnc1SCC(=O)c1c(N)n(C)c(=O)n(C)c1=O (stereo not drawn) | ? | /
CC(=O)Nc1ccc(C(=O)OCc2ccccc2Cl)cc1 | 6% | -12
Cc1cc(NC(=O)CCC(=O)N(CC(=O)NC2CCCC2)c2cccc(F)c2)no1 | ? | /
C=CCn1c(=NC(=O)c2ccco2)sc2cc(C(=O)OCC)ccc21 | ? | /
CN(C)CCn1c2c(c(SCC(=O)NCc3ccccc3)nc1=O)CCCC2 | i | -12
COc1ccc(-c2nn[nH]n2)cc1OC | ? | /
Cc1ccnc(NC(=O)C(C)N2C(=O)c3ccccc3C2=O)c1 (stereo not drawn) | 8% | 5
CCOc1ccc(NC(=O)C(CC(=O)O)Cc2ccc(C)cc2)cc1 (stereo not drawn) | ? | /
CCN(CC)S(=O)(=O)c1ccc2c(c1)nc(SCC(=O)NC1CC1)n2-c1ccccc1OC | ? | /
O=C(NCC1CCCO1)c1ccc(NC(=O)c2cccc([N+](=O)[O-])c2)cc1 (stereo not drawn) | ? | /
COc1cccc(NC(=O)N(C2CCCCC2)C(C)c2cccs2)c1 (stereo not drawn) | 26% | -5
COCCOC(=O)c1c(C)n(C)c2ccc(OC(=O)c3ccccc3OC)cc12 | 0% | -5
CCCc1nc(Nc2nc3ccccc3o2)nc(C)c1C(=O)OCC | ? | /

By substructure: the entries above with fluorine
SMILES | S3 lipid droplet | S3 lipid droplet cell count max
O=C(Oc1ccc(C(=S)N2CCOCC2)cc1Br)c1ccccc1F | ? | /
Cc1cc(C)n(C(=O)Cn2nc(C(F)F)cc2C)n1 | 9% | 7
COc1ccc(/C=C/C(=O)OCC(=O)Nc2ccc(Cl)cc2F)cc1S(=O)(=O)N1CCOCC1 | -2% | 1
CC(C(=O)NCC(=O)Nc1ccc(F)c(F)c1F)N1CCN(Cc2ccc(C#N)cc2)CC1 (stereo not drawn) | ? | /
COc1ccc(C(=O)NCc2ccc(F)cc2)cc1S(=O)(=O)N1CCCC1 | -21% | -10
COCC(C)n1c(COc2ccccc2F)nnc1SCC(=O)c1c(N)n(C)c(=O)n(C)c1=O (stereo not drawn) | ? | /
Cc1cc(NC(=O)CCC(=O)N(CC(=O)NC2CCCC2)c2cccc(F)c2)no1 | ? | /

The listing continues:
SMILES | S3 lipid droplet | S3 lipid droplet cell count max
N/C(Cc1ccc([N+](=O)[O-])cc1)=N\OC(=O)c1ccc2ccccc2c1 | ? | /
CCn1ccnc1CN(C)Cc1nc(-c2cccc(Cl)c2)no1 | 10% | 4
N#C/C(=C\c1ccccc1Cl)C(=O)Nc1ccccn1 | 26µM* | 7.4*
Cc1cccc(N2CN=c3s/c(=C\c4ccncc4)c(=O)n3C2)c1 | -11% | -19
COc1ccc(S(=O)(=O)N2CCCC2CNC(=O)c2cccc(OC)c2)cc1 (stereo not drawn) | ? | /
COc1ccccc1NC(=O)CC1Nc2ccccc2NC1=O (stereo not drawn) | i | /
COc1cccc(C(C(=O)NCC2CCCO2)N(C(=O)Cn2nnc3ccccc32)c2ccc(NC(C)=O)cc2)c1 (stereo not drawn) | i | 22
Oc1cc2c(cc1CN1CCN(c3cccc(C(F)(F)F)c3)CC1)CCC2 | 15% | -8
Cc1ccc(S(=O)(=O)N2CCC(C(=O)N3CCC(C(=O)NCc4cccnc4)CC3)CC2)cc1 | i | /
COc1cc(OC)c(NC(=O)c2ccc3c(SCC(=O)O)c4c(nc3c2)CCCC4)cc1Cl | -13% | 9
CC(=O)c1ccc(-c2cccc(-c3nc4ccccn4c3NC3CCCCC3)c2)cc1 | ? | /
COc1ccc(NC2CCCN(C(=O)c3csc(C(C)C)n3)C2)cc1OC (stereo not drawn) | ? | /
Cc1ccc(NC(=O)c2oc(=O)c3ccccc3c2-c2ccccc2)c(C)c1 | ? | /
CCN(CC)S(=O)(=O)c1ccc2nnn(O)c2c1 | 0% | 10
CCCCN(S(=O)(=O)c1ccccc1)S(=O)(=O)c1ccccc1 | ? | /

In the list so far, these contain a furan ring, fused or not.
SMILES | S3 lipid droplet | S3 lipid droplet cell count max
COCCSc1ccccc1C(=O)NCc1ccco1 | -18% | 10
C=CCn1c(=NC(=O)c2ccco2)sc2cc(C(=O)OCC)ccc21 | ? | /

Next section
SMILES | S3 lipid droplet | S3 lipid droplet cell count max
Cc1ccc(S(=O)(=O)N2CCN(C(=O)C3CCCO3)CC2)cc1 (stereo not drawn) | ? | /
CCOC(=O)Cn1nc(C)c(NC(=O)COc2ccc(C)c(C)c2)c1C | 30% | 12
Cc1ccc(C(=O)CCS(=O)(=O)c2ccc(Cl)cc2)cc1 | ? | /
CN(C)c1ccc(NC(=S)NC(=O)/C=C/c2ccc(Cl)cc2)cc1 | ? | /
CCOc1ccc(NC(=O)C2CC(=O)OC2c2ccccc2)cc1 (stereo not drawn) | ? | /
O=Nc1c(O)n(Cc2ccccc2)c2ccccc12 | 0% | 5
Cc1nn(C(C)C(=O)NCc2cccs2)c(C)c1[N+](=O)[O-] (stereo not drawn) | ? | /
O=C(COC(=O)C1(c2ccc(Cl)cc2)CCCC1)NC1CCS(=O)(=O)C1 (stereo not drawn) | 8% | -9
Cc1ccc(S(=O)(=O)Nc2ccccc2F)cc1C(=O)OC(C)C(=O)N1CCOCC1 (stereo not drawn) | 4% | 24
CC(C)N1CCN(S(=O)(=O)c2ccccc2)CC1 | ? | /
O=C(O)c1nn2c(c1Br)NC(c1ccccc1)CC2C(F)(F)F (stereo not drawn) | -8% | -14
Clc1cc(NC2CCCCC2)ncn1 | ? | /
COc1ccc2sc(N3C(=O)CC(Cc4cccc(C)c4)C3=O)nc2c1 (stereo not drawn) | 16% | -7
Cc1ccsc1C(=O)Nc1nc2ccccc2[nH]1 | ? | /
CC/C(=N/O)C(=O)c1ccc(Br)cc1 | ? | /
COc1cccc(NC(=S)/C(=C(\[O-])c2ccc([N+](=O)[O-])cc2)[n+]2ccccc2)c1 | ? | /
COc1ccc(CN2C=C3C(=O)C(C)(OC(=O)CCc4ccccc4)C(=O)C=C3C=C2c2ccc(C#N)cc2)cc1 (stereo not drawn) | ? | /
CCN1CCN(C(C)CCc2ccccc2)CC1 (stereo not drawn) | 14% | 18
COC(=O)C1=C(C)N(CCc2ccc(OC)c(OC)c2)C(=O)/C1=C\N(C)C | i | 19
O=C(CCCOc1cccc(Br)c1)NC1CCC(O)CC1 (stereo not drawn) | -11% | 15
O=C(CCNS(=O)(=O)c1ccccc1C(F)(F)F)N1CCN(S(=O)(=O)c2cccc(Cl)c2)CC1 | 21% | /
CCOC(=O)c1cnc2nc(SC)nn2c1N | ? | /
CCCCCC/C=N/Nc1nnc(Cc2ccc(OC)c(OC)c2)c(=O)[nH]1 | -24% | /
CCN(C(=O)CN1C(=O)NC2(CCCc3ccccc32)C1=O)c1ccc(F)cc1 (stereo not drawn) | 2% | 0
CCOc1ccccc1N(CC(=O)Nc1ccccc1C(=O)OC)S(C)(=O)=O | 8% | -3
Cn1ncc(S(=O)(=O)Cc2ccccc2)c(Cl)c1=O | ? | /
COc1ccc(CC(=O)N2CCN(c3ccccc3OC)CC2)cc1 | ? | /
CC(=O)c1cccc(NC(=O)/C(=C\c2ccco2)NC(=O)c2ccco2)c1 | i | -5
CCn1nc(NS(=O)(=O)c2ccc(NC(C)=O)cc2)c2cc3ccc(C)cc3nc21 | ? | /
CC(=O)N=C(N)Sc1nc2ccccc2[nH]1 | 6% | 4

Taken from above.
In S3 lipid droplet cell count max, O=C(CCCOc1cccc(Br)c1)NC1CCC(O)CC1 (stereo not drawn) has 15
In S3 lipid droplet, CC(=O)N=C(N)Sc1nc2ccccc2[nH]1 has 6%
In S3 lipid droplet cell count max, CCN(C(=O)CN1C(=O)NC2(CCCc3ccccc32)C1=O)c1ccc(F)cc1 (stereo not drawn) has 0
In S3 lipid droplet cell count max, CC(=O)c1cccc(NC(=O)/C(=C\c2ccco2)NC(=O)c2ccco2)c1 has -5
In S3 lipid droplet cell count max, CCOc1ccccc1N(CC(=O)Nc1ccccc1C(=O)OC)S(C)(=O)=O has -3

Carrying on.
SMILES | S3 lipid droplet | S3 lipid droplet cell count max
CCc1c(C(=O)OCc2ccccc2)[nH]c(C)c1C | -6% | -16
Cc1ccc(NC(=O)CSCC(=O)N(C)CC(=O)Nc2cccc3ccccc23)cc1 | -7% | /
O=C(Nc1c[nH]c(=O)[nH]c1=O)c1ccc([N+](=O)[O-])cc1 | -1% | /
CCOC(=O)c1ccc(Nc2nc(C)cc(=O)[nH]2)cc1 | ? | /
Cn1c(CN2CCCCC2)nc2cc(NC(=O)c3ccc(F)cc3)ccc21 | 15% | -7
CCc1nn(-c2cc(Cl)ccc2OC)c2c1C(=O)CCC2 | ? | /
CC(=O)Oc1c(-c2ccco2)oc2ccccc2c1=O | ? | /
CCOC(=O)N1CCC(NC(=O)CCC(=O)c2ccccc2)CC1 | ? | /
Cc1cccc(OC(=O)c2ccc3nccnc3c2)c1 | ? | /
CCN1C(=O)c2ccccc2Sc2ccc(C(=O)NC(C)C)cc21 | ? | /
CN(Cc1ccccc1)S(=O)(=O)c1ccc(Cl)c(C(=O)NCc2ccc3c(c2)OCO3)c1 | 7% | -17
CCOC(=O)Nc1ccc2c(c1)N(C(=O)CN(C)C)c1ccccc1CC2 | 0% | 5
COc1ccc(Cl)cc1C(=O)NCc1ccco1 | 2% | -1
CN(C)C=Nc1ncc2c([nH]c3ccccc32)c1C#N | ? | /
Cc1[nH]c(C)c(S(=O)(=O)NCc2ccco2)c1C(=O)N1CCCCC1 | i | /

Some of these compounds in order of number of heavy atoms, smallest number first.
SMILES | S3 lipid droplet | S3 lipid droplet cell count max
COc1ccc(Cl)cc1C(=O)NCc1ccco1 | 2% | -1
CCOC(=O)N1CCC(NC(=O)CCC(=O)c2ccccc2)CC1 | ? | /
CCOC(=O)Nc1ccc2c(c1)N(C(=O)CN(C)C)c1ccccc1CC2 | 0% | 5

Other results follow:
SMILES | S3 lipid droplet | S3 lipid droplet cell count max
O=C(NCc1ccc(F)cc1)c1ccc(CS(=O)(=O)Cc2ccc(F)cc2)o1 | ? | /
O=c1c(Cl)c(N2CCN(S(=O)(=O)c3ccccc3)CC2)cnn1-c1ccccc1 | 13% | 4
Cc1ccc(C)c(NC(=O)COc2coc(CN3CCc4ccccc43)cc2=O)c1 | ? | /
Cc1cc(Cl)ccc1OCCCC(=O)OCC(=O)c1c(N)n(C)c(=O)n(C)c1=O | -20% | -14
Cc1ccc([C@@H]2[C@@H]3C(=O)N(C)C(=O)[C@@H]3[C@]3(Cc4ccccc4)C(=O)N(Cc4ccccn4)CC(=O)N23)o1 | ? | /
Cc1cccc(N(C(=O)CCC(=O)Nc2ccccn2)C(C(=O)NC(C)C)c2ccc(F)cc2)c1 (stereo not drawn) | i | 0
CC1CCCC(C)N1CC(O)COCC1COc2ccccc2O1 (stereo not drawn) | -4% | -8
CC1CN=C(N(C(=O)Nc2ccccc2)c2ccc(S(=O)(=O)N3CCOCC3)cc2)S1 (stereo not drawn) | i | /
O=c1oc2ccccc2n1CCc1ccccc1 | ? | /
O=C(COC(=O)c1cn(-c2ccccc2)nc1-c1cccnc1)NC1CC1 | ? | /
CCOC(=O)N1CCN(CCC(=O)c2ccc(Cl)cc2)CC1 | ? | /
Cc1ccc(Nc2ncnc3sc(C)c(C)c23)cc1 | 9% | -6
Nc1nc(CSC(=S)N2CCOCC2)nc(Nc2ccc(F)cc2)n1 | 0% | -4
O=C(CCC(=O)NNC(=O)COc1ccc(Br)cc1Br)NCc1ccccc1 | ? | /
CCOC(=O)c1ccc2c(c1)NC(=O)C(N1CCN(c3ccc(OC)cc3)CC1)S2 (stereo not drawn) | 19% | 1
CNS(=O)(=O)c1cc(-c2nnc(Nc3ccc(CC(N)=O)cc3)c3ccccc23)ccc1C | 14% | -6
CN(C)S(=O)(=O)c1ccc2nnn(OCC(=O)NC3CCS(=O)(=O)C3)c2c1 (stereo not drawn) | ? | /
OCCNc1nc(N2CCN(Cc3ccccc3)CC2)nc2ccccc12 | ? | /

Screening results from PubChem BioAssay.
